# IL-2 act – activates IL-2 in a cell-based reporter assay. IL-2 activation reporter assay, cell-based qHTS; stimulated with anti-CD3/CD4/CD28 beads; in transgenic mouse T cells. activation, % (series mostly up to about 46 µM). 360,000 compounds, 0.065% hits. AID 652025; in the data active = activation above about 50%; inconclusive = mostly about 30% to 49%; also: 0% is about no effect
#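 Unstimulated transgenic mouse T cells; 60-min compound exposure; bead-based TCR/CD4/CD28 stimulation; 18 h culture, 37 degrees C; dual fluorescence (EGFP, DsRed) plate cytometry.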
# EPAC1 ag – agonists of human EPAC1 | O95398 | EPAC1 agonist qHTS, biochemical assay; response scale: 100% = response to 6.5 mM cAMP | Potency, µM (top dose mostly 154 µM), inactives show at the highest dose activation, actives largely listed as activators | 360,000 compounds, 0.073% hits; also: potency is read from the fitted curve at half-maximal effect; nearly all actives have a fitted effect of over 60% in size
# Target sequence (O95398 whole entry, looked up): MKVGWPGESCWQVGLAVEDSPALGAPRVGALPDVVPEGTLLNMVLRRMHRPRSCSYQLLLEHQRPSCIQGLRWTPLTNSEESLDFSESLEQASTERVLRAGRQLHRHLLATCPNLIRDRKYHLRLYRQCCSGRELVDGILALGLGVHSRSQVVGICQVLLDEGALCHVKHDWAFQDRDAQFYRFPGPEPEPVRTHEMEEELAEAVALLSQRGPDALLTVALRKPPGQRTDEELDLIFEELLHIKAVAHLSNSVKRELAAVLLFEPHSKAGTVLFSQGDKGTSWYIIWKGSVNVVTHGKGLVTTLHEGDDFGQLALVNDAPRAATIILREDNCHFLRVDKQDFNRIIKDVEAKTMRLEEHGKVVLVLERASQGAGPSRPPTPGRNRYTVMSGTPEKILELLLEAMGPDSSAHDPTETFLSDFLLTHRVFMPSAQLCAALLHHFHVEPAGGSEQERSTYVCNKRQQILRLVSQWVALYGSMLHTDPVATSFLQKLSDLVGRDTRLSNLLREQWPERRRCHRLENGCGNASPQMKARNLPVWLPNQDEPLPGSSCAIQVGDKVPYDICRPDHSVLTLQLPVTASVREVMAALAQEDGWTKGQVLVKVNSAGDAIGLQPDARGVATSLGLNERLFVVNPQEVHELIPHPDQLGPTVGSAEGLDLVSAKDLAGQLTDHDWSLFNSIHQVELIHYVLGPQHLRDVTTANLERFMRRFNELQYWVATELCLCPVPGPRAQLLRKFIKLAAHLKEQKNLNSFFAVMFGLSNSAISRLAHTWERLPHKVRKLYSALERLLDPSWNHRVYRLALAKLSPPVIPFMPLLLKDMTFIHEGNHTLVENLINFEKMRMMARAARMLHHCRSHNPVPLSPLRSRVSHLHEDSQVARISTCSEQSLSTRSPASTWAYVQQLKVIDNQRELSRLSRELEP
#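 Compounds were pinned as a concentration titration into mixtures of EPAC1 (100 nM), BODIPY-GDP-loaded Rap1B (250 nM) and GDP (50 uM). After 5 min at room temperature, fluorescence was followed for 30 min; activity was scaled to 6.5 mM cAMP.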
# EPAC1 antag – blocks human EPAC1 exchange factor | EPAC1 GEF assay, Rap1b-BODIPY-GDP exchange fluorescence | O95398 | 360,000 compounds, 0.14% hits | Potency, µM (highest dose often 115 µM), for inactives: at the highest dose activity change, negative = inhibition, hits mostly inhibitors | AID 720709;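 also: potency is read from the fitted curve at half-maximal effect; plate controls were vehicle for no effect and positive control for full effect; nearly all actives have a fitted effect of over 50% in size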
# Abeta yeast res – restores growth of yeast expressing A-beta42 peptide. 410,000 compounds, 0.063% hits. yeast expressing A-beta42, growth rescue, OD600, 48 h; response scale: 0% DMSO, 100% iron-clioquinol control. Potency, µM (top dose mostly 46.1 µM), for inactives: top-dose growth rescue, most hits filed as activators; also: potency is read from the fitted curve at half-maximal effect; nearly all actives have a fitted effect of over 55% in size
#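 Yeast A-beta toxicity model in growth medium with pinned compounds, 48 h at 30 C; growth read as absorbance at 600 nm. Normalized to FeCl3/clioquinol equimolar mix (positive) and DMSO (negative).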
# PI5P4Ka inh – blocks human PI5P4K alpha kinase activity. 330,000 compounds, 1.2% hits. PI5P4Kalpha enzyme, ADP-Glo luminescence, 60 min; active compounds read low. max response, %; active = max response of -50% or lower; inconclusive = between -30% and -50%; inactive = -30% or higher; also: value at the top dose of about 77 µM; % is scaled to controls: 0 for no effect and ±100 for the full control effect
#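 Human PI5P4Kalpha with substrate in 0.038 M HEPES pH 7.4, 0.28 mM EGTA, 0.1% CHAPS, 5% DMSO; reaction started with 5 microM ATP (final), 60 min at room temperature. ADP formed read by ADP-Glo luminescence.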
# WRN inhibitor – inhibitors of human WRN helicase; Q14191; WRN helicase unwinding, fluorescent forked duplex, kinetic; Potency, µM (doses to about 114 µM), without a hit: at the top dose activity change, negative = inhibition, hits mostly inhibitors; 360,000 compounds, 0.46% hits; AID 651768; also: potency is read from the fitted curve at half-maximal effect; % is scaled to controls: 0 for no effect and ±100 for the full control effect; nearly all actives have a fitted effect of over 55% in size
#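 Screening of the MLSMR collection measured strand separation of a quenched forked DNA duplex (100 nM) by 20 nM WRN with 2 mM ATP, all final. Compounds were preincubated with enzyme 15 min at room temperature.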
# FUS yeast rescue – rescues growth of FUS-expressing yeast; S. cerevisiae FUS-expressing, growth rescue, OD600, 24 h; Potency, µM (series often up to 76.6 µM), for inactives: at the highest dose growth rescue (activation), actives largely listed as activators; 390,000 compounds, 0.24% hits; AID 1347120;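 also: potency is read from the fitted curve at half-maximal effect; plate controls were DMSO vehicle for no effect and reference control for full effect; nearly all actives have a fitted effect of over 55% in size; some results filed as inactive show a strong effect at the top dose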
#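 Toxicity suppression screen in FUS-yeast. Cells induced with 2% galactose, starting OD 0.005, treated 24hr at 30C with compounds at multiple final concentrations; growth by OD600.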
# PLK1 PBD inh – inhibitors of human PLK1 polo-box domain binding. Plk1 PBD binding of FITC phosphopeptide, fluorescence polarization. Potency, µM, for the others: max response, negative = inhibition, hits mostly inhibitors. 360,000 compounds, 2.8% hits. AID 720504; also: potency is read from the fitted curve at half-maximal effect; series mostly up to about 57 µM; % is scaled to controls: 0 for no effect and ±100 for the full control effect; nearly all actives have a fitted effect of over 65% in size
# * marks the source's active call; other numbers are inactive results; ? = inconclusive; nt = no result given; [ ] = remark or other dose. Unless noted, calls follow the shape of the dose curve; as a rule, active = well fitted curve in the direction sought with a large enough effect; inconclusive = small, poorly fitted or top-dose-only effect, or another doubt; inactive = no such curve, though single readings can be large; an effect the other way counts as inactive or inconclusive. Outcome played no part in choosing rows. About 4.1% of those tested had a hit in this group.
nr	structure	IL-2 act	Abeta yeast res	PI5P4Ka inh	EPAC1 ag	EPAC1 antag	FUS yeast rescue	PLK1 PBD inh	WRN inhibitor
1	COc1cccc2cc(C(=O)N3CCN(c4ccccc4F)CC3)c(=O)oc12	0.5	0%	-1	6%	8%	30%	-8%	10%
2	Cc1ccc(-c2csc(Cc3nc(-c4cc5ccccc5oc4=O)cs3)n2)cc1	-1.3	-9%	nt	3%	-9%	24%	-5%	-18%
3	CCCn1c(SCc2nc(N)nc(N3CCCCC3)n2)nc2c1c(=O)n(C)c(=O)n2C	-3.2	-13%	3	4%	5%	-10%	-7%	-1%
4	CCOc1ccc(C(=O)Nn2cnnc2)cc1	-2.5	-7%	nt	-1%	4%	-12%	-6%	4%
5	Cc1nn(Cc2ccc(Cl)cc2Cl)c(C)c1NC(=O)c1ccc(COc2cc(Cl)ccc2Cl)o1	-3.2	13%	-3	-3%	19%	-6%	-1%	-8%
6	O=C(c1cccnc1)N1CCN(S(=O)(=O)c2cccc(Cl)c2)CC1	0.5	-8%	-2	-10%	-7%	5%	-7%	9%
7	Cc1cccc(NC(=S)N2CCC(N(C)CC3CCCO3)CC2)c1 (stereo unspecified)	0.1	1%	9	10%	-6%	4%	-1%	5%
8	O=Cc1ccc(OCC(=O)N2CCc3ccccc32)c(Br)c1	-2.0	7%	-3	-3%	-2%	29%	-2%	-10%
9	C/C(=N\Nc1nc2ccccc2[nH]1)c1ccc([N+](=O)[O-])cc1	-0.4	-18%	-4	-1%	-4%	17%	-1%	-5%
10	NC(=O)c1ncn([C@@H]2O[C@H](CNCc3cccn3-c3ccncc3)[C@@H](O)[C@H]2O)n1	0.1	-2%	-1	-1%	-9%	-20%	-17%	-9%
11	Cc1ccc(CC(=O)Nc2cccc(C)n2)cc1	-1.7	-12%	nt	5%	7%	-11%	2%	-4%
12	CCn1nc(C)c(/C=N/NC(=O)Cc2ccc(Cl)cc2)c1C	-0.1	7%	5	1%	-9%	1%	-5%	4%
13	CCN(CC)CCNc1nc2c(c(=O)[nH]c(=O)n2C)n1CCCc1ccccc1	1.2	-2%	1	3%	4%	6%	0%	4%
14	O=S(=O)(Nc1ccc(Cc2ccncc2)cc1)c1ccc(Br)cc1	-2.0	-7%	nt	14%	8%	-8%	-8%	-13%
15	CC(C)CCNC(=O)c1cc(S(=O)(=O)N2CCCCC2)ccc1N1CCOCC1	1.0	11%	2	-2%	-13%	16%	-6%	0%
16	Cc1nnc(SCCn2c(N3CCCCC3)nc3c2c(=O)[nH]c(=O)n3C)s1	2.3	-11%	0	7%	-5%	8%	-3%	3%
17	Cc1[nH]c2ccccc2c1CCN(Cc1cccs1)C(=S)Nc1ccccc1	-4.2	1%	-4	-9%	-5%	17%	-4%	-7%
18	CC(=O)C1=C(O)C(=O)N(Cc2cccnc2)C1c1ccccc1Cl (stereo unspecified)	-0.2	nt	9	-2%	-7%	nt	1%	5%
19	Cc1cc(C(C)(C)C)cc(C)c1N	1.1	-14%	-19	-6%	-2%	nt	-8%	3%
20	O=C(COC(=O)c1ccc(O)cc1)NC1CCCCCC1	2.0	-17%	2	-1%	-9%	1%	-16%	4%
21	C[C@@H]1CC[C@H](O)/C=C/C(=O)O[C@H](C)CC[C@H](O)/C=C/C(=O)O1	-2.1	-19%	9	6%	2%	-10%	-8%	-15%
22	Cc1cccc2sc(NC(=O)c3ccc(OCC4CCCO4)cc3)nc12 (stereo unspecified)	-0.5	0%	3	14%	-5%	-3%	2%	-27%
23	CCOC(=O)C1(C(=O)OCC)C(C(=O)c2ccccc2)C1c1ccccc1 (stereo unspecified)	-0.3	-7%	5	9%	9%	22%	-14%	1%
24	CC(NC(=O)COc1cccnc1[N+](=O)[O-])c1ccc(Cl)cc1Cl (stereo unspecified)	-1.2	-16%	2	7%	5%	7%	-7%	-6%
25	O=C(CSc1ccc2nnc(-c3ccc(F)cc3)n2n1)N1CCCc2ccccc21	-2.2	-15%	-4	3%	13%	18%	-13%	-11%
26	COc1cc(SC)ccc1C(=O)NCCc1ccccc1	-2.7	-41%[inhibitor]	8	7%	-21%	nt	1%	-3%
27	CC1CCCCC1NC(=O)C1CCCN(S(=O)(=O)c2ccc(-n3cnnn3)cc2)C1 (stereo unspecified)	-2.9	-18%	2	0%	-17%	4%	-17%	10%
28	CCOc1ccc(NC(=O)CN(C)C(=O)c2ccc(N3CCCCC3)c([N+](=O)[O-])c2)cc1OCC	-0.3	12%	0	-5%	-12%	31%	-2%	-6%
29	Cc1nn(C)cc1CNC(=O)Nc1ccc(Br)cc1Cl	-0.1	25%	0	-1%	-2%	17%	0%	-5%
30	C/C(=N\O)C(=O)NCc1ccccn1	-0.4	6%	-5	0%	1%	-25%	1%	3%

# 2 entries drawn at random from those above, as already listed:
nr	structure	IL-2 act	Abeta yeast res	PI5P4Ka inh	EPAC1 ag	EPAC1 antag	FUS yeast rescue	PLK1 PBD inh	WRN inhibitor
27	CC1CCCCC1NC(=O)C1CCCN(S(=O)(=O)c2ccc(-n3cnnn3)cc2)C1 (stereo unspecified)	-2.9	-18%	2	0%	-17%	4%	-17%	10%
30	C/C(=N\O)C(=O)NCc1ccccn1	-0.4	6%	-5	0%	1%	-25%	1%	3%

# Just EPAC1 ag, for four of the compounds above:
entry	molecule	EPAC1 ag
21	C[C@@H]1CC[C@H](O)/C=C/C(=O)O[C@H](C)CC[C@H](O)/C=C/C(=O)O1	6%
22	Cc1cccc2sc(NC(=O)c3ccc(OCC4CCCO4)cc3)nc12 (stereo unspecified)	14%
23	CCOC(=O)C1(C(=O)OCC)C(C(=O)c2ccccc2)C1c1ccccc1 (stereo unspecified)	9%
24	CC(NC(=O)COc1cccnc1[N+](=O)[O-])c1ccc(Cl)cc1Cl (stereo unspecified)	7%

# The results go on:
nr	structure	IL-2 act	Abeta yeast res	PI5P4Ka inh	EPAC1 ag	EPAC1 antag	FUS yeast rescue	PLK1 PBD inh	WRN inhibitor
31	CCN(CC)C(=O)[C@H]1C[C@H](CC(=O)NCc2ccco2)C(=O)N2CCc3c([nH]c4cc(CCC(=O)N(C)C)ccc34)[C@]12C	-0.6	-6%	0	-11%	8%	16%	-8%	-2%
32	O=C(COc1ccccc1F)Nc1ccc2c(c1)OCCO2	-0.3	-7%	-5	-7%	2%	0%	1%	-3%[57.1 µM]
33	COc1ccc(C(=O)Nc2nccs2)cc1	-0.3	9%	-11	0%	-12%	8%	-11%	5%
34	CC(C)N(Cc1ccccc1)C(=O)c1cccs1	1.9	2%	-2	-8%	7%	-28%	-2%	1%
35	O=C(NCCCN1CCCC1)c1ccc2c(c1)N(Cc1cccc(Cl)c1)C(=O)c1ccccc1S2(=O)=O	-0.4	6%	-17	3%	1%	?	1%	9%
36	CNc1nc(Cl)nc(NC(C)(C)C)n1	2.6	0%	6	3%	-2%	16%	-6%	-12%
37	CCOC(=O)c1c2ccccc2[n+]([O-])n1CCO	-0.1	-3%	3	-19%	?	-24%	-25%	6%
38	COc1ccc(/C=C/C(=O)c2cc(Cl)ccc2O)c(OC)c1	-1.8	14%	35	4%	-3%	-13%	5%	-8%
39	Cc1c(C(=O)NCC2CCCO2)oc2ccccc12 (stereo unspecified)	1.1	10%	-3	-13%	7%	-14%	9%	2%
40	CN(CC(=O)Nc1ccccc1Cl)C(=O)COC(=O)Cc1c(F)cccc1Cl	7.9	-5%	5	1%	6%	13%	-5%	9%

# 4 entries out of the list above, arranged by the number in WRN inhibitor, ascending.
cpd	molecule	WRN inhibitor
34	CC(C)N(Cc1ccccc1)C(=O)c1cccs1	1%
39	Cc1c(C(=O)NCC2CCCO2)oc2ccccc12 (stereo unspecified)	2%
33	COc1ccc(C(=O)Nc2nccs2)cc1	5%
35	O=C(NCCCN1CCCC1)c1ccc2c(c1)N(Cc1cccc(Cl)c1)C(=O)c1ccccc1S2(=O)=O	9%

# The listing continues:
nr	structure	IL-2 act	Abeta yeast res	PI5P4Ka inh	EPAC1 ag	EPAC1 antag	FUS yeast rescue	PLK1 PBD inh	WRN inhibitor
41	COc1nnc(-c2ccc(N3CCOCC3)c(NC(C)=O)c2)c2ccccc12	-1.9	-6%	-8	4%	6%	34%	-10%	0%
42	Cn1nccc1C(=O)Oc1ccc(/C=N/NC(=O)c2ccccc2O)cc1	-2.0	-7%	-5	0%	10%	21%	-2%	-9%
43	COc1ccc(C(=O)n2nc(-c3ccccc3)nc2N)cc1OC	-0.7	?	1	5%	-21%	11%	-9%	-18%
44	CN1CC(=O)N2C(c3cccc([N+](=O)[O-])c3)c3[nH]c4ccccc4c3C[C@H]2C1=O (stereo partly specified)	-0.4	-5%	-1	-1%	-2%	0%	6%	10%
45	O=C(Cc1ccc(Cl)cc1)NC1CCCCCC1	0.2	19%	0	-3%	-6%	8%	7%	12%
46	CN(CC1COc2ccccc2O1)C(=O)CSc1ncnc2sccc12 (stereo unspecified)	-0.4	-10%	-1	-3%	18%	?	1%	4%
47	COC(=O)c1cccc(NC(=O)Cc2nc(-c3ccccc3)sc2-c2ccc(C)cc2)c1	-2.8	5%	0	14%	-7%	7%	-9%	-19%
48	COc1cc2c(cc1OC)C(c1ccncc1)CC(=O)N2 (stereo unspecified)	-1.5	-6%	2	0%	-22%	nt	-10%	-30%
49	Cc1cc(Br)cn2c(Cc3ccccc3)c(-c3ccc(Cl)cc3)nc12	1.4	7%	-1	6%	11%	-8%	-1%	-1%
50	O=C(c1ccccc1)c1ccc(OCCn2cnc3ccccc3c2=O)cc1	2.7	-14%	-5	-13%	0%	14%	-9%	6%[57.1 µM]
51	O=C1CC(N2CCN(S(=O)(=O)c3ccc([N+](=O)[O-])cc3)CC2)C(=O)N1c1ccccc1F (stereo unspecified)	-0.3	-12%	-2	-3%	-23%	27%	-2%	-2%
52	O=C(COC(=O)c1ccc2c(c1)C(=O)N(Cc1ccco1)C2=O)NCC(F)(F)F	-1.6	25%	-1	2%	-9%	12%	-12%	6%
53	CN(C)CCn1c(=O)n(-c2cccc(Cl)c2)c(=O)c2c3c(sc21)CCCCC3	-2.8	-7%	0	0%	-15%	13%	-18%	4%
54	c1cncc(-c2nc(NCCCN3CCOCC3)c3c4c(sc3n2)CCC4)c1	-0.7	7%	2	7%	?	22%	-7%	-9%
55	Cc1nnc(Nc2ccc3c(c2)OCO3)c2ccccc12	0.8	-6%	4	-4%	11%	20%	1%	-3%
